Compound activity (PubChem)
GIRK2 act: activators of NPY4-receptor-primed GIRK2 channels, summary, cell-based, HEK293, thallium flux; HEK293 GIRK2/NPY4 cells, thallium flux fluorescence; activation (% efficacy), % for hits at 37.5 µM; 34,000 tested, under 10 active;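 active means primary screen hit, no activity in plain HEK293 cells, and in GIRK2-only cells above 5% efficacy rising with concentration; inactive means the rest, including fluorescent compounds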;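 further: efficacy is normalized control-subtracted fluorescence 15 s after thallium addition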
Target sequence (P48051 whole entry, looked up): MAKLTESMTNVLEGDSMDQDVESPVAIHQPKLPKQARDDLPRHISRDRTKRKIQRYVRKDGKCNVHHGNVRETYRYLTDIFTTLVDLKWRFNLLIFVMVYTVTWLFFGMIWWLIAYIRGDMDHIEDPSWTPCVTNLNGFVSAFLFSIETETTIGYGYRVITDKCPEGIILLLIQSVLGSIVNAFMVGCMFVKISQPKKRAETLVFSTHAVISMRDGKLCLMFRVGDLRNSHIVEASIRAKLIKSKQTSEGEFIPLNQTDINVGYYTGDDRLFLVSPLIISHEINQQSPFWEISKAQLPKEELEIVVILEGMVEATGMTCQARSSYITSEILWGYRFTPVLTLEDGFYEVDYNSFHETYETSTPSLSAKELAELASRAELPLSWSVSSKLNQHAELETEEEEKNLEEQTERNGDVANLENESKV
Calls only; i = inactive. Only part of the results is shown; rates above refer to the full screens.

SMILES	GIRK2 act
COc1ccc(NS(=O)(=O)c2ccc(Cl)cc2)cc1N1CCCC1=O	i
O=c1c(SCc2ccc(Cl)cc2)nccn1-c1ccc(F)cc1	i
O=C(CN1C(=O)CCC1=O)NCCc1ccsc1	i
CCOc1ccccc1NC(=O)Cn1nc(-c2ccc(CC)cc2)ccc1=O	i
COc1ccc(CCNC(=O)c2csc(NS(=O)(=O)c3ccccc3)n2)cc1OC	i
COc1ccc(OC)c(-c2ccc(SCc3ccccc3F)nn2)c1	i
CCOc1cc(C(=O)NCc2ccsc2)cc(OCC)c1OCC	i
O=C(NCCCc1ccccc1)NCC(O)C1CCCCC1 (configuration not stated)	i
CN1CCN(c2cc(=O)n(C3CCCCC3)c(=O)[nH]2)CC1	i
Cc1nc(N2CCN(C(=O)Nc3ccc(F)cc3F)CC2)cc(-n2cccn2)n1	i
O=C(CSC1=NC2(CCCCC2)Nc2ccccc21)Nc1ccccc1	i
CCOC(=O)CCC(=O)Nc1ccc2c(c1)CN(C(=O)c1ccco1)CC2	i
Cc1cc(C(=O)NCC(c2ccc3c(c2)OCO3)N2CCN(c3ccccc3F)CC2)c(C)o1 (configuration not stated)	i
Cc1ccc(OC(C)C(=O)NCCOc2ccc3nnc(-c4ccccc4)n3n2)cc1C (configuration not stated)	i
Cc1ccc(C(CNC(=O)c2ccc([N+](=O)[O-])cc2Cl)N2CCOCC2)cc1 (configuration not stated)	i
COc1ccc(-c2cc(=O)n(CC(=O)NCCc3ccc(OC)c(OC)c3)cn2)cc1	i
CCOC(=O)c1c(NC(=O)C2CC2)sc(Cc2ccc3c(c2)OCO3)c1C	i
COc1ccc(S(=O)(=O)Nc2nc(C(=O)NCc3cccc(OC)c3)cs2)cc1	i
O=C(NCC1CCN(C(=O)COc2ccccc2)CC1)Nc1ccc2c(c1)OCO2	i
CCCCNC(=O)/C(C#N)=C/N1CCN(c2cccc(Cl)c2)CC1	i
Cc1ccc(N2CC(C(=O)Nc3ccc4c(c3)C(=O)N3CCCCC3CCO4)CC2=O)cc1 (configuration not stated)	i
O=C(CCc1csc(NC(=O)c2ccc(Cl)cc2)n1)NCc1cccnc1	i
CCOc1ccc(NC(=O)N2CCC(Cn3ccnc3C)CC2)cc1	i
O=C(C1CCCO1)N1CCc2cc(S(=O)(=O)NC3CCCC3)ccc21 (configuration not stated)	i
CCOC(=O)N1CCN(C(=O)c2c(C(F)(F)F)nn(C(C)C)c2C)CC1	i
COc1ccc(CC(=O)N2CCC(c3nnc(-c4ccc(F)cc4)o3)CC2)cc1	i
O=C(Nc1c2c(nn1-c1cccc(Cl)c1)CS(=O)(=O)C2)C(=O)N1CCOCC1	i
Cc1cc(Nc2ncnc3c2nnn3C)ccc1Br	i
COc1ccc(-c2ccc(OCCNS(=O)(=O)c3cccc(F)c3)nn2)cc1	i
O=C(Cn1nc2c(c1NC(=O)CSc1ccncc1)CSC2)NCC1CCCO1 (configuration not stated)	i
CCCCOc1ccc(NC(=O)Nc2cc(N3CCCS3(=O)=O)ccc2C)cc1	i
COc1cccc(CNC(=O)C(=O)Nc2c3c(nn2-c2ccccc2)CS(=O)(=O)C3)c1	i
COc1ccc(C(=O)CSc2nc(CC(=O)Nc3ccccc3SC)cs2)cc1	i
Cc1nnsc1C(=O)N1CCC(CNC(=O)/C=C/c2ccccc2)CC1	i
O=C(NCc1n[nH]c(=O)c2ccccc12)c1cc(-c2ccccc2)n[nH]1	i
Cc1cc(C(=O)Nc2nc3c(s2)COc2ccccc2-3)c(C)o1	i
O=c1c2nnc(SCc3ccccc3F)n2ccn1-c1cccc(F)c1	i
CCOc1ccccc1C(=O)N1c2ccccc2CC1C(N)=O (configuration not stated)	i
COc1ccc(Cl)cc1S(=O)(=O)NCCCN1CCOC(c2ccccc2)C1 (configuration not stated)	i
COc1ccc(-n2nnc(C(=O)Nc3ccc(NC(C)=O)cc3)c2C(C)C)cc1	i
O=C(Cc1csc(SCC(=O)c2cccs2)n1)NCc1ccccc1	i
Cc1cc(NC(=O)C(=O)NCc2cccs2)ccc1N1CCCC1=O	i
Cc1nnc(SCC(=O)c2ccc(F)cc2)n(N)c1=O	i
O=C(NCCc1ccco1)C(=O)Nc1ccc(F)c(Cl)c1	i
COc1cc(CSc2c(C)cnc3c2c(=O)n(C)c(=O)n3C)cc(OC)c1	i
CCCCN(C)C(=O)Cn1c(C2CC(=O)N(c3ccc(OC)cc3)C2)nc2ccccc21 (configuration not stated)	i
O=C(Nc1cccc2nsnc12)C1CN(C(=O)c2cccs2)C1	i
CCc1ccc(C(=O)NCCCN2CCOC(c3ccccc3)C2)cc1 (configuration not stated)	i
Cc1cc(-c2nnc(SCC(=O)Nc3cccc(F)c3)o2)c(C)o1	i
O=C(NCC(O)(c1ccco1)C1CC1)c1ccc2c(c1)OCO2 (configuration not stated)	i
COc1cccc(N2CC(C(=O)NCCc3csc(-c4ccc(F)cc4)n3)CC2=O)c1 (configuration not stated)	i
Cc1cc(C)n(-c2ccc(N3CCCC(C(=O)Nc4cc5ccccc5oc4=O)C3)nn2)n1 (configuration not stated)	i
COc1ccc(C)c2sc(NC(=O)CCCS(=O)(=O)c3ccc(C)cc3)nc12	i
O=C(COc1coc(CN2CCc3ccccc3C2)cc1=O)NCC1CCCO1 (configuration not stated)	i
Cc1cnc2c(c1N1CCOCC1)c(=O)n(C)c(=O)n2C	i
Nc1ccc(C23CC4CC(CC(C4)C2)C3)cc1	i
Cn1c(=O)c2c(nc(N3CCCc4ccccc43)n2CC(=O)O)n(C)c1=O	i
COc1ccccc1NC(=O)c1ccc(S(=O)(=O)c2ccc(Br)cc2)nc1	i
Cc1nc(-c2cccs2)c(CCC(=O)N2CCOCC2)s1	i
Cc1ccc(NCCNC(=O)c2cccc(F)c2)nn1	i

(continued)
SMILES	GIRK2 act
CC1CCN(CC(O)COCCOc2ccc(Br)cc2)CC1 (configuration not stated)	i
CCc1ccc(NCc2cc3cc4c(cc3n(CC(=O)Nc3cccc(OC)c3)c2=O)OCCO4)cc1	i
COc1ccc(CC(=O)Nc2ccc(Nc3cc(-n4cccn4)nc(C)n3)cc2)cc1	i
Cc1ccc(CNC(=O)c2ccc3nn(CC(=O)Nc4ccc(C(F)(F)F)cc4)c(=O)n3c2)cc1	i
Cc1ccc(S(=O)(=O)NCC2CCN(Cc3ccccc3)CC2)cc1	i
Cc1cc(F)ccc1S(=O)(=O)Nc1cc(-c2ccccc2)nn1C1CCS(=O)(=O)C1 (configuration not stated)	i
O=c1ccc(-c2cccnc2)nn1CCNS(=O)(=O)c1ccc2c(c1)OCCO2	i
c1coc(-c2nnc(C3CCNCC3)o2)c1	i
CC(=O)c1cccc(NC(=O)c2ccc(=O)n(Cc3cccc([N+](=O)[O-])c3)c2)c1	i
Cc1cc(C(=O)NC2CCCCC2N2C(=O)CSC2=O)c(C)o1 (configuration not stated)	i
CCOc1ccc2nc(N(Cc3ccccc3)C(=O)c3ccno3)sc2c1	i
CCN1C(=O)C(C)(C)COc2cc(NC(=O)c3ccccn3)ccc21	i
CCCC(=O)N1CC(C)C(=O)Nc2ccccc21 (configuration not stated)	i
CSCCn1c(=NC(=O)c2ccnn2C)sc2cc(F)ccc21	i
CCOC(=O)c1ccc(NC(=O)Cn2c(C)nc3c(sc4cccc(F)c43)c2=O)cc1	i
COC(=O)c1ccc2c(=O)n(CCN(Cc3ccco3)C3CCCC3)c(=S)[nH]c2c1	i
CCOC(=O)N1CCN(c2nc(Nc3ccc(OC)cc3)c3cn[nH]c3n2)CC1	i
COCCNC(=O)Cc1ccc(NC(=O)c2ccccc2C(F)(F)F)cc1	i
CCn1nnc2c(SCC(=O)NC(C)C)ncnc21	i
COc1ccc(C(=O)Nc2cc(C)nn2-c2nc3c(cnn3-c3ccc(C)cc3)c(=O)[nH]2)cc1	i
Cc1ccc(CNC(=O)Cn2cc(-c3ccccc3)c(N3CCOCC3)n2)cc1C	i
CN1CCN(C(CNC(=O)C(=O)NCc2ccc(Cl)cc2)c2cccn2C)CC1 (configuration not stated)	i
COCCNC(=O)Cc1ccc(NS(=O)(=O)c2ccc3c(c2)OCCO3)cc1	i
COCCN1CCC(CNS(=O)(=O)CCc2ccc(OC)cc2)CC1	i

For reference, some entries already given.
SMILES	GIRK2 act
O=c1ccc(-c2cccnc2)nn1CCNS(=O)(=O)c1ccc2c(c1)OCCO2	i
c1coc(-c2nnc(C3CCNCC3)o2)c1	i
CC(=O)c1cccc(NC(=O)c2ccc(=O)n(Cc3cccc([N+](=O)[O-])c3)c2)c1	i
Cc1cc(C(=O)NC2CCCCC2N2C(=O)CSC2=O)c(C)o1 (configuration not stated)	i
CCOc1ccc2nc(N(Cc3ccccc3)C(=O)c3ccno3)sc2c1	i
CCN1C(=O)C(C)(C)COc2cc(NC(=O)c3ccccn3)ccc21	i
CCCC(=O)N1CC(C)C(=O)Nc2ccccc21 (configuration not stated)	i
CSCCn1c(=NC(=O)c2ccnn2C)sc2cc(F)ccc21	i
CCOC(=O)c1ccc(NC(=O)Cn2c(C)nc3c(sc4cccc(F)c43)c2=O)cc1	i
COC(=O)c1ccc2c(=O)n(CCN(Cc3ccco3)C3CCCC3)c(=S)[nH]c2c1	i
CCOC(=O)N1CCN(c2nc(Nc3ccc(OC)cc3)c3cn[nH]c3n2)CC1	i
COCCNC(=O)Cc1ccc(NC(=O)c2ccccc2C(F)(F)F)cc1	i
CCn1nnc2c(SCC(=O)NC(C)C)ncnc21	i
COc1ccc(C(=O)Nc2cc(C)nn2-c2nc3c(cnn3-c3ccc(C)cc3)c(=O)[nH]2)cc1	i
Cc1ccc(CNC(=O)Cn2cc(-c3ccccc3)c(N3CCOCC3)n2)cc1C	i
CN1CCN(C(CNC(=O)C(=O)NCc2ccc(Cl)cc2)c2cccn2C)CC1 (configuration not stated)	i
COCCNC(=O)Cc1ccc(NS(=O)(=O)c2ccc3c(c2)OCCO3)cc1	i

The listing continues:
SMILES	GIRK2 act
COc1ccc(S(=O)(=O)NCC(c2cccs2)N2CCc3ccccc3C2)cc1OC (configuration not stated)	i
COc1nn(C)cc1C(=O)NCC1CCN(Cc2ccsc2)CC1	i
O=C(Nc1cccc(N2CCCCC2=O)c1)c1cc([N+](=O)[O-])ccc1Cl	i
CCOC(=O)c1cnn2c(C)cc(C)nc12	i
COc1ccc(Cl)c2sc(N(Cc3ccco3)C(=O)c3cc(C)no3)nc12	i
COc1ccc(Nc2nc(C)c([N+](=O)[O-])c(NCc3ccco3)n2)c(OC)c1	i
O=C(NCCS(=O)(=O)N1CCN(c2ccccn2)CC1)c1ccccc1Cl	i
O=C(NCC1CCN(Cc2ccco2)CC1)C(=O)Nc1ccc2c(c1)OCO2	i
COc1ccc(CCNC(=O)c2ccc3c(=O)n4c(nc3c2)SCCC4)cc1OC	i
COc1ccc(C)cc1NC(=O)Cn1cc(-c2ccccc2)c(N(C)C)n1	i
Cc1cc(NC(=O)c2ccc(S(=O)(=O)N(C)C)cc2)n(C)n1	i
Cc1cc(C(=O)NCC2COC3(CCCCC3)O2)ccc1[N+](=O)[O-] (configuration not stated)	i
Cc1ccc(-c2nnc(NC(=O)c3ccc([N+](=O)[O-])o3)o2)cc1C	i
O=C(Cc1ccc(NC(=O)CCCc2ccccc2)cc1)NCc1cccs1	i
COc1ccccc1C(=O)N1CCC(Cn2cccn2)CC1	i
O=C(c1csc(-c2ccccc2)n1)N1CCN(Cc2nc(-c3ccccc3)cs2)CC1	i
Cc1nccn1CC1CCN(S(=O)(=O)c2cccc(C(F)(F)F)c2)CC1	i
O=C(Cn1c(=O)n(C2CC2)c(=O)c2nscc21)Nc1ccc2c(c1)OCO2	i
CCOC(=O)Nc1nc(CC(=O)Nc2cc(Cl)ccc2C)cs1	i
CCOc1ccc(NC(=O)NCC(C)(O)c2ccccc2)cc1 (configuration not stated)	i
COc1ccc(NC(=O)Cc2ccc(F)cc2)c2ccccc12	i
CC(C)(C)C(=O)Nc1ccc(C(=O)NCCNC(=O)Nc2ccccc2Cl)cc1	i
Cc1cc(NC(=O)c2n[nH]c3ccccc23)ccc1Br	i
Cc1nc(N2CCN(Cc3ccccc3)CC2)nc(N2CCOCC2)c1[N+](=O)[O-]	i
Cc1noc(C2CN(C(=O)c3cc(-c4ccco4)on3)C2)n1	i
COc1ccc(Cl)cc1NC(=O)NCC1(O)CCCC1	i
O=S(=O)(c1ccc(F)cc1)N1CCC(c2nnc(C3CC3)o2)CC1	i
Cc1cc(=O)[nH]c(-n2nc(C3CC3)cc2NC(=O)CCc2ccccc2)n1	i
COc1ccc2nc(-c3cccc(NS(=O)(=O)c4ccc(C(C)=O)cc4)c3)cn2n1	i
COC(=O)c1sccc1S(=O)(=O)N(CC(=O)Nc1ccccc1OC)c1ccccc1	i
CCOc1ccccc1C(=O)Nc1cc(C)nn1-c1nc(-c2ccc3c(c2)OCO3)cs1	i
O=C(Cc1ccc(F)cc1)NCCCn1nc(-c2ccc(F)cc2)ccc1=O	i
O=C(CCCc1ccccc1)Nc1ccc2c(c1)N(C(=O)C1CCCC1)CC2	i
COc1ccc(CNC(=O)NCC(C)(O)c2ccccc2)cc1OC (configuration not stated)	i
COc1ccc(SCC(=O)Nc2sc3c(c2-c2nc4ccccc4s2)CCN(C)C3)cc1	i
O=C(CCCn1nc(-c2ccco2)ccc1=O)Nc1nccs1	i
O=C(CN1CC(c2nc(-c3cccc(C(F)(F)F)c3)no2)C1)Nc1ccc2c(c1)OCO2	i
CC1Cc2ccccc2N1C(=O)Cn1cnc(-c2ccc(F)cc2)cc1=O (configuration not stated)	i
O=C(COc1ccc(Cl)cc1Cl)N(Cc1ccccn1)Cc1ccco1	i
CC(C)c1cc(=O)[nH]c(-n2nc(-c3ccco3)cc2NC(=O)C(c2ccccc2)c2ccccc2)n1	i
O=C(CCc1csc(NC(=O)c2ccc[nH]c2=O)n1)NCc1cccs1	i
CS(=O)(=O)Nc1ccc(CC(=O)NCC(F)(F)F)cc1	i
O=C(Nc1ccc2c(c1)OCCO2)NC1(c2nc(-c3cnccn3)no2)CCCCC1	i
Cc1cc(NC(=O)C2CCCN(S(=O)(=O)c3cccs3)C2)on1 (configuration not stated)	i
CN1CCN(n2c3c(c(SCC(=O)NC4CCCC4)nc2=O)CCC3)CC1	i
O=C(Cc1ccccc1)Nc1nnc(Cc2ccc(Cl)s2)o1	i
CC(C)c1ccccc1NC(=O)CCOc1ccccc1	i

A stretch from further up, as a working copy:
SMILES	GIRK2 act
O=C(Cc1ccccc1)Nc1nnc(Cc2ccc(Cl)s2)o1	i
CC(C)c1ccccc1NC(=O)CCOc1ccccc1	i
